# Screening results as filed in PubChem BioAssay.
# RGS7-Gao: human RGS7-Galphao interaction regulation; Multiplexed bead flow cytometry, RGS7-Galphao binding; actives lie on both sides; binding response (% of control), % at 10 µM; 220,000 compounds, 0.35% hits; in the data active means binding response below about 49% or above about 150%; inconclusive means no clear call, values can overlap the other calls; inactive means in between;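 further: fluorescent Galphao held in activated GDP-AlF4 state binding bead-coupled RGS7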
# Target sequence (P09471 whole entry, looked up): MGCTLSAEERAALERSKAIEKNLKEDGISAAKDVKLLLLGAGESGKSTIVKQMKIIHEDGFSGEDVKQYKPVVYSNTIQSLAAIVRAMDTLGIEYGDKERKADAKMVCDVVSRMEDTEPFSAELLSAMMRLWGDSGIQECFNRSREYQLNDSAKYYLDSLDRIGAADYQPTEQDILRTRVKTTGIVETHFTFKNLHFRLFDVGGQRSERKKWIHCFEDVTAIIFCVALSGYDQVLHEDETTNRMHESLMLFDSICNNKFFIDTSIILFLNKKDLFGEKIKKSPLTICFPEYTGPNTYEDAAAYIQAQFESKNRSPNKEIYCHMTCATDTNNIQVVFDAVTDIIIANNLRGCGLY
# RGS8-Gao reg: regulators of human RGS8-Galphao interaction | P09471 | multiplexed bead flow cytometry, RGS8-Galphao binding; actives lie on both sides | 220,000 compounds, 0.34% hits | response (percent of control binding), % at 10 µM; in the data active means response below about 60% or above about 140%; inactive means in between;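 further: Galphao activated as the GDP aluminium fluoride complex binding bead-coupled RGS8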
# RGS4-Gao reg: human RGS4-Galphao interaction regulation; Multiplexed bead flow cytometry, RGS4-Galphao binding; actives lie on both sides; binding response (% of control), % at 10 µM; 220,000 compounds, 0.33% hits; P09471; in the data active means binding response below about 49% or above about 150%; inactive means in between;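 further: fluorescent Galphao activated with aluminum fluoride binding bead-coupled RGS4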
# Starred values were filed as active, the others as inactive; ? = inconclusive; nt = not tested or not shown. An excerpt; the hit share may differ from the screen's.
1	O=C(/C=C1\C(=O)Nc2ccccc21)/C=C1\C(=O)Nc2ccccc21
2	COc1ccccc1OCCSc1nc(C)c(Cc2ccccc2)c(=O)[nH]1
3	CC(C)c1nnc(NC(=O)CCC(=O)NCCc2ccccc2)s1
4	OCCN(CC#CCn1c2ccccc2c2ccccc21)CCO
5	COc1cc(C2CC(=O)Nc3n[nH]c(-c4ccccc4)c32)cc(OC)c1OC (stereo unspecified)
6	Cc1ccc(CCNC(=O)CN(C)S(=O)(=O)c2ccc3c(c2)n(C)c(=O)c(=O)n3C)cc1
7	Clc1ccc(OCCn2cnc(Cl)c2Cl)cc1
8	Cc1ccc(CNC(=O)C2CCC(CNc3c(N4CCC(C)CC4)c(=O)c3=O)CC2)cc1 (stereo unspecified)
9	O=c1cc(CSc2ccc(Cl)cc2)[nH]c2[nH]n(-c3ccccc3)c(=O)c12
10	O=C(O)c1ccc(OCc2cn3ccccc3n2)cc1
assay / entry,1,2,3,4,5,6,7,8,9,10
RGS7-Gao,?,?,?,?,?,?,?,?,?,?
RGS8-Gao reg,71,102,97,100,94,102,102,102,95,104
RGS4-Gao reg,90,105,95,102,93,105,95,99,82,107

# Results in RGS7-Gao, for some of the entries so far:
no.	mol	RGS7-Gao
3	CC(C)c1nnc(NC(=O)CCC(=O)NCCc2ccccc2)s1	?
5	COc1cc(C2CC(=O)Nc3n[nH]c(-c4ccccc4)c32)cc(OC)c1OC (stereo unspecified)	?
2	COc1ccccc1OCCSc1nc(C)c(Cc2ccccc2)c(=O)[nH]1	?
6	Cc1ccc(CCNC(=O)CN(C)S(=O)(=O)c2ccc3c(c2)n(C)c(=O)c(=O)n3C)cc1	?

# Structural class: the compounds so far containing a halogen
7	Clc1ccc(OCCn2cnc(Cl)c2Cl)cc1
9	O=c1cc(CSc2ccc(Cl)cc2)[nH]c2[nH]n(-c3ccccc3)c(=O)c12
assay / entry,7,9
RGS7-Gao,?,?
RGS8-Gao reg,102,95
RGS4-Gao reg,95,82

# (list continues)
11	CN(C)CCNC(=O)c1scc2c1CCCC2
12	Cc1nc2c(-c3ccccc3)c(C)nn2c(SCC(N)=O)c1Cc1ccccc1
13	COc1ccc(C2C(C)C3(O)CC(C#N)(C(=O)N3)C2(C#N)C#N)cc1 (stereo unspecified)
14	O=C(O)/C=C/c1cccnc1
15	CCOC(=O)N1CCN(C(=O)c2ccc(Cl)nc2)CC1
16	CC1OC(OC2C(OC3C(O[C@H]4CC[C@]5(C)C6C=C[C@]78OC[C@@]9(CC[C@@H](C)[C@H](C)C97)[C@H](O)C[C@@]8(C)[C@]6(C)CC[C@H]5C4(C)C)OC(C)C(O)C3O)OC(CO)C(O)C2O)C(O)C(O)C1O (stereo partly specified)
17	CCCC[C@@H]1CN=C(N)N1CCc1cc(C(F)(F)F)cc(C(F)(F)F)c1
18	Cc1cc(-c2cc(C(=O)NC3CCCC3)on2)nc(NCC2CC2)n1
19	CN1CCN(C(=O)CCN2C(=O)/C(=C\c3ccc(Cl)cc3Cl)SC2=S)CC1
20	CN=C(C)/C(C(=O)OC)=C(/O)c1ccccc1F
assay / entry,11,12,13,14,15,16,17,18,19,20
RGS7-Gao,?,?,?,?,?,?,?,?,?,?
RGS8-Gao reg,99,107,102,107,99,89,101,96,96,98
RGS4-Gao reg,96,124,98,103,96,87,101,101,100,101

21	COC(OC)C(C)NC(=O)NC(=O)c1ccccc1Cl (stereo unspecified)
22	Cc1ccc(-c2cc(Cc3ccccn3)c(=O)[nH]n2)cc1
23	Cc1nc(C(=O)N/N=C/c2[nH]ncc2Br)cs1
24	O=C(CSc1nnnn1Cc1ccccc1)c1ccc(F)cc1
25	CN(Cc1ccccc1)C(=O)c1nc2ccccn2c1CN1CCC(N2CCOCC2)CC1
26	CC(=O)Nc1ccc(/C=C2\Sc3ccccc3C2=O)cc1
27	CCC(C)Nc1nc(N)c([N+](=O)[O-])c(Nc2cc(OC)ccc2OC)n1 (stereo unspecified)
28	Cc1ccsc1/C=C1/CN(C)Cc2c1nc1ccccc1c2C(=O)O
29	COc1cccc(C(C)N(C)Cc2nc(COc3ccccc3)no2)c1 (stereo unspecified)
30	CCOC(=O)N1CCC(N2CCCC(C(=O)c3cccc(OC(C)C)c3)C2)CC1 (stereo unspecified)
assay / entry,21,22,23,24,25,26,27,28,29,30
RGS7-Gao,?,?,?,?,?,?,?,?,?,?
RGS8-Gao reg,97,96,102,104,101,95,106,100,102,101
RGS4-Gao reg,96,90,104,107,108,97,113,102,103,101

31	COC(C[C@@H](O)C[C@H](O)COCc1ccccc1)OC
32	CC(C)(C)c1ccc(C(=O)NN2C(=O)CSC2=S)cc1
33	Cc1cc(C(=O)NNS(=O)(=O)c2ccc(F)cc2)nn1C(C)(C)C
34	Cc1cccc(Oc2ccc(NC(=O)c3ccccc3C(=O)O)cc2)c1
35	N/C(=N\OC(=O)c1cccc(Cn2cc(C(F)(F)F)ccc2=O)c1)c1ccc(Cl)cc1
36	Oc1ccc(-c2nnc(Nc3ccccc3)c3ccccc23)cc1
37	O=C(O)c1ccc(N/N=C/C(Br)=C/c2ccccc2)cc1
38	Cn1c(=O)c2c(nc(N/N=C/c3ccncc3)n2Cc2ccccc2)n(C)c1=O
39	Cc1ccc(CNC(=O)C2CC(c3cc(C(F)(F)F)cc(C(F)(F)F)c3)=NO2)o1 (stereo unspecified)
40	Cn1c(=O)c2c(O)c(C=Nc3ccc(F)cc3)c(=O)n(C)c2n(C)c1=O
assay / entry,31,32,33,34,35,36,37,38,39,40
RGS7-Gao,?,?,nt,?,?,?,?,?,?,?
RGS8-Gao reg,102,106,102,100,102,100,94,100,99,101
RGS4-Gao reg,101,109,100,104,104,104,82,97,94,98

41	O=C1Nc2ccc3sc4ccccc4c3c2C1=O
42	O=C1CS/C(=N/N=C/c2cccs2)N1Cc1ccc(F)cc1
43	COc1cc(O)c(C(CCN2CCCC2)c2cc(OC)c(OC)c(OC)c2)c(OC)c1 (stereo unspecified)
44	CN(C)c1cccc2c1c(NC(=O)Nc1ccc(F)cc1F)nn2C
45	COc1ccc(S(=O)(=O)N(CC(=O)N/N=C/c2ccccc2C(=O)O)c2ccccc2OC)cc1
46	COc1ccc(C2OCC3(O)C(c4ccc(OC)c(OC)c4)OCC23)cc1OC (stereo unspecified)
47	COc1ccc(C2/C=C\CN(C(=O)Nc3ccccc3)CC(=O)N2Cc2ccc(F)cc2)cc1 (stereo unspecified)
48	COc1ccc(N2CCC(CNC(=S)Nc3c(C)cccc3C)C2)cc1 (stereo unspecified)
49	COc1ccc(C2/C=C\CN(Cc3ccc(N(C)C)cc3)CC(=O)N2Cc2ccc(F)cc2)cc1 (stereo unspecified)
50	O=C(/C=C/c1cccs1)N1CCC2(CC1)Oc1ccc(Cl)cc1C(=O)C21CC(c2cccnc2)=NO1 (stereo unspecified)
assay / entry,41,42,43,44,45,46,47,48,49,50
RGS7-Gao,?,?,?,?,?,?,?,?,?,?
RGS8-Gao reg,100,93,102,101,102,103,102,104,102,101
RGS4-Gao reg,94,88,104,99,104,96,104,100,97,103

51	O=C(CC(C(=O)NCc1ccccc1)c1nc2ccccc2c(=O)[nH]1)NCc1ccccc1 (stereo unspecified)
52	O=c1c2c3c(sc2nc(NCCOCCO)n1Cc1ccco1)CCCCC3
53	COc1ccc(C2/C=C\CN(C(=O)Oc3ccc(C(F)(F)F)cc3)CC(=O)N2Cc2ccc(F)cc2)cc1 (stereo unspecified)
54	N#Cc1c(C#N)c(O)c2ccccc2c1O
55	CCCCCCCCCCCC(=O)N1CC(=O)NC(=O)C1
56	Cc1ccc(-n2c(-c3cc(-c4ccco4)[nH]n3)n[nH]c2=S)c(Br)c1
57	Cc1noc(-c2ccccc2)c1NC(=O)Nc1ccc(Cl)cc1
58	O=C1CS/C(=N/N=C\c2ccn[nH]2)N1
59	COC(=O)[C@H](Cc1ccccc1)NC(=O)N1CCN(c2ccc(F)cc2)CC1
60	Cn1cccc1-c1nc2ccccc2[nH]1
assay / entry,51,52,53,54,55,56,57,58,59,60
RGS7-Gao,?,?,?,?,?,?,?,?,?,?
RGS8-Gao reg,101,46*,101,93,101,123,102,102,107,99
RGS4-Gao reg,100,39*,99,106,101,119,103,104,94,97

61	CCOC(=O)CN(C(=O)COc1nc(C)cc(C)c1C#N)c1ccc(Cl)cc1
62	Cc1nc2ccccn2c1C(=O)NNC(=S)Nc1ccccc1
63	COc1ccc(-c2noc(CCCC(=O)Nc3cccnc3)n2)cc1OC
64	NC(=O)N/N=C/c1ccc(-c2ccc([N+](=O)[O-])cc2)o1
65	COC(=O)c1cccc(C23CC4(C2)[C@H](CN(Cc2cccnc2)[C@@H]4c2ccccc2)C3c2ccc(C(F)(F)F)cc2)c1 (stereo partly specified)
66	Cc1ccc(S(=O)(=O)Nc2ccc3c(c2)nc(C)n3C)cc1
67	C=C(C)Cc1c(C)c(C#N)c2nc3ccccc3n2c1NCCCN(C)C
68	N#C/C(=C\c1cccc(O)c1)c1nc2ccccc2o1
69	O=C(CN1C(=O)NC(Cc2c[nH]c3ccccc23)C1=O)NC1CC1 (stereo unspecified)
70	O=C1CC(C(=O)Nc2cccc(F)c2)n2c(nc3ccccc32)N1 (stereo unspecified)
assay / entry,61,62,63,64,65,66,67,68,69,70
RGS7-Gao,?,?,?,?,?,?,?,?,?,?
RGS8-Gao reg,100,99,96,93,103,99,100,100,102,103
RGS4-Gao reg,99,102,89,91,107,89,100,97,102,97

71	Cn1ncc(Br)c1NC(=O)CSc1ccc(Cl)cc1
72	CCNCCC(CCC(C)C)c1ccc2c(c1)OCO2 (stereo unspecified)
73	Cc1nn(CC(=O)N/N=C/c2cccs2)c(C)c1[N+](=O)[O-]
74	O=C(C[n+]1cc(-c2ccc(Cl)cc2)n2c1CCC2)Nc1nc(-c2ccc(F)cc2)cs1
75	C/C(=N\NC(=O)c1n[nH]c2c1CCC2)c1cccs1
76	CC(=O)Nc1ccc(/C=C/C(=O)c2ccccc2)cc1
77	Cc1ccc(-n2cc(CN3CCN(C(=O)c4ncn[nH]4)CC3)c(-c3ccc(F)cc3)n2)cc1
78	COC(=O)/C(=C/c1cn(C(C)=O)c2ccccc12)[N+](=O)[O-]
79	CN(C)Cc1cccc([N+](=O)[O-])c1O
80	NC(=O)c1ccc(Oc2ccc(C(N)=O)cc2)cc1
assay / entry,71,72,73,74,75,76,77,78,79,80
RGS7-Gao,?,?,?,?,?,?,?,?,?,?
RGS8-Gao reg,102,102,100,101,94,100,103,93,95,100
RGS4-Gao reg,105,103,102,99,89,102,106,99,87,101

# Filtered by structure, the entries above containing a Cl atom.
7	Clc1ccc(OCCn2cnc(Cl)c2Cl)cc1
9	O=c1cc(CSc2ccc(Cl)cc2)[nH]c2[nH]n(-c3ccccc3)c(=O)c12
15	CCOC(=O)N1CCN(C(=O)c2ccc(Cl)nc2)CC1
19	CN1CCN(C(=O)CCN2C(=O)/C(=C\c3ccc(Cl)cc3Cl)SC2=S)CC1
21	COC(OC)C(C)NC(=O)NC(=O)c1ccccc1Cl (stereo unspecified)
35	N/C(=N\OC(=O)c1cccc(Cn2cc(C(F)(F)F)ccc2=O)c1)c1ccc(Cl)cc1
50	O=C(/C=C/c1cccs1)N1CCC2(CC1)Oc1ccc(Cl)cc1C(=O)C21CC(c2cccnc2)=NO1 (stereo unspecified)
57	Cc1noc(-c2ccccc2)c1NC(=O)Nc1ccc(Cl)cc1
61	CCOC(=O)CN(C(=O)COc1nc(C)cc(C)c1C#N)c1ccc(Cl)cc1
71	Cn1ncc(Br)c1NC(=O)CSc1ccc(Cl)cc1
74	O=C(C[n+]1cc(-c2ccc(Cl)cc2)n2c1CCC2)Nc1nc(-c2ccc(F)cc2)cs1
assay / entry,7,9,15,19,21,35,50,57,61,71,74
RGS7-Gao,?,?,?,?,?,?,?,?,?,?,?
RGS8-Gao reg,102,95,99,96,97,102,101,102,100,102,101
RGS4-Gao reg,95,82,96,100,96,104,103,103,99,105,99

# (further entries)
81	CC(C)Cc1cc(C(=O)Nc2ccc(Br)cc2)no1
82	O=C1N=c2ccccc2=C1c1sc(=O)[nH]c1O
83	O=C(Nc1ccc(F)cc1F)c1c(C(F)(F)F)ccnc1Oc1ccccc1
84	COc1ccc(C(O)P(=O)(OCc2ccccc2)c2ccc(N(C)C)cc2)cc1 (stereo unspecified)
assay / entry,81,82,83,84
RGS7-Gao,?,?,?,?
RGS8-Gao reg,100,94,92,102
RGS4-Gao reg,97,92,84,94
